Source: PubChem (several laboratories)
RGS4 inh: inhibitors of human RGS4; P49798; HEK293 M3R/RGS4 inducible, Fluo-4 calcium flux; active compounds read high; triggered by carbachol at its EC20; B-score at 10 µM; actives 0.45% (n = 310,000);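 active = B-score, a plate-corrected calcium signal, over three deviations above library mean, with baseline fluorescence within five deviations of library mean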;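 note: RGS4 expression induced by doxycycline in cells with stable M3 receptor; B-score is computed from the integrated fluorescence ratio over baseline after carbachol; higher B-score means a larger calcium signal and so more RGS4 inhibition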
RGS4 pot: potentiators or activators of RGS4 | actives 0.92% (n = 310,000) | AID 463111 | HEK293 M3R/inducible RGS4, carbachol calcium flux Fluo4; active compounds read low | B-score at 10 µM;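 active = B-score of the integrated calcium signal more than 4 SD below the library mean, with starting fluorescence not abnormally high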;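 note: negative B-score means reduced calcium response which marks RGS4 activation or potentiation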
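Test system: HEK293 cells with stable M3R and inducible RGS4; also added: carbachol at ECmax as muscarinic agonist stimulus; schedule: dye loading 30 min 37 °C, buffer rest 30 min RT; technique: kinetic calcium fluorescence imaging with Fluo4-AM dye, 2 µM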
SKKanGAS inh: blocks kanamycin growth of S. pyogenes SKKanGAS strain | inhibition, % at 7.5 µM | actives 1.3% (n = 300,000) | BacTiter-Glo, 6 h;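 active = mean replicate score, as percent of positive control median, at least 50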;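 note: strain carries kanamycin resistance gene driven by streptokinase promoter and grows in 40 µg/ml kanamycin; loss of luminescence reflects streptokinase promoter inhibition or plain growth inhibition; 0% = median of DMSO wells and 100% = positive control at its reference dose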
KCNQ1 inh: inhibitors of human KCNQ1 potassium channel; P51787; CHO-K1 KCNQ1, FluxOR thallium flux fluorescence; active compounds read high; B-score at 10 µM; actives 1.3% (n = 310,000);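 active = compounds whose thallium flux B-score, printed positive for inhibition, exceeds three library SD while starting fluorescence stays within three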;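 note: channel opened by potassium depolarization with thallium stimulus after 20 min compound exposure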
Target sequence (P51787 whole entry, looked up): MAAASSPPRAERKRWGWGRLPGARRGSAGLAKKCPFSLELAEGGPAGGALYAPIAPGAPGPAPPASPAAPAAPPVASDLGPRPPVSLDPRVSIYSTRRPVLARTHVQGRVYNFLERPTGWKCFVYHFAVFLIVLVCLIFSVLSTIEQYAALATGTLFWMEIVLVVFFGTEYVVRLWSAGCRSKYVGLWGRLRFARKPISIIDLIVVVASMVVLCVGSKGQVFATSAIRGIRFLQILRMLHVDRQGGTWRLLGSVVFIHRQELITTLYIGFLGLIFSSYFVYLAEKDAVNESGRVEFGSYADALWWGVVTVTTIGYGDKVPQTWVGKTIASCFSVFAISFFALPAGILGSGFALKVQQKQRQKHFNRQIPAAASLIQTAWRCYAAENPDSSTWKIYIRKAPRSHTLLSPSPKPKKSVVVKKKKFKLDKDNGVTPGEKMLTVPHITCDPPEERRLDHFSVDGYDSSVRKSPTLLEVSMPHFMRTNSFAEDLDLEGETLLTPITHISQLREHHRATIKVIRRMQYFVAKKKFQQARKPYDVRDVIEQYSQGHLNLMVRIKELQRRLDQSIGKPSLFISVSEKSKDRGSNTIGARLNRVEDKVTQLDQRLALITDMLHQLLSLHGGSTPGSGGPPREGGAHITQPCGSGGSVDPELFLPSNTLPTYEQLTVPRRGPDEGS
TMEM16A act: activators or potentiators of mouse TMEM16A chloride channel; HEK293 TMEM16A/YFP-H148Q/I152L, iodide quench fluorescence; active compounds read low; B-score at 10 µM; actives 0.3% (n = 340,000);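 active = fluorescence-ratio B-score plate-corrected deviation score at least 3 library SD below zero, with starting fluorescence score within 5 deviations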;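 note: channel opened by trigger with iodide after compound preincubation; score built on the fluorescence ratio of max minus min over baseline; more negative score means more quench and so TMEM16A activation or potentiation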
KCNQ1 act: potentiators or activators of human KCNQ1 potassium channel. AID 2648. actives 0.35% (n = 310,000). B-score at 10 µM. CHO-K1 KCNQ1, thallium flux FluxOR fluorescence; active compounds read high. P51787;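 active = fluorescence ratio B-score, a plate-corrected score, at least three library SD, with initial intensity B-score within 5 SD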
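assay system = KCNQ1-transfected CHO-K1 cells | medium = assay buffer with matched DMSO | probe or stimulus = depolarizing K+/Tl+ stimulus, K2SO4 and Tl2SO4 each 12.5 mM in 5x stock | dosing = single dose | incubation = dye 90 min, compound 20 min, room temperature | detection = kinetic FluxOR fluorescence, 10 s baseline plus 110 s post-stimulus | evaluation = ratio B score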
HDAC3 inhib: inhibitors of human histone deacetylase 3; inhibition, % at 8.3 µM; recombinant HDAC3, fluorogenic peptide/trypsin coupled, fluorescence; O15379; actives 0.15% (n = 320,000); in the data active = inhibition above about 26%, passing the limit was not always enough
KCNK9 block: human KCNK9 channel inhibition; HEK293 KCNK9, FluxOR thallium flux fluorescence; active compounds read low; Q9NPC2; actives 1.2% (n = 310,000); AID 488922; B-score at 10 µM;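 active = ratio B-score over 3 SD below the library mean, with starting fluorescence within 5 SD of its mean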;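 note: negative B-score means less thallium flux so channel inhibition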
TMEM16A inh: inhibitors of mouse TMEM16A calcium-activated chloride channel. actives 1.2% (n = 310,000). normalized B-score (activity score, 25-100; higher = stronger inhibition) at 10 µM. HEK293 TMEM16A/YFP iodide influx fluorescence, ionomycin. Q8BHY3;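 active = ratio plate-corrected score three or more library SD toward inhibition, starting fluorescence score within five deviations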;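 note: score derived from kinetic fluorescence span divided by baseline fluorescence per well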
KCNK3 block: human KCNK3 channel inhibition, primary screen. O14649. CHO-KCNK3 thallium flux, FluxOR fluorescence; active compounds read low. B-score at 10 µM. actives 0.84% (n = 340,000);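 active = B-score under library mean minus 4 SD, starting fluorescence ratio at most library mean plus 5 SD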;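 note: more negative B-score means stronger inhibition of thallium flux through KCNK3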
Target sequence (O14649 whole entry, looked up): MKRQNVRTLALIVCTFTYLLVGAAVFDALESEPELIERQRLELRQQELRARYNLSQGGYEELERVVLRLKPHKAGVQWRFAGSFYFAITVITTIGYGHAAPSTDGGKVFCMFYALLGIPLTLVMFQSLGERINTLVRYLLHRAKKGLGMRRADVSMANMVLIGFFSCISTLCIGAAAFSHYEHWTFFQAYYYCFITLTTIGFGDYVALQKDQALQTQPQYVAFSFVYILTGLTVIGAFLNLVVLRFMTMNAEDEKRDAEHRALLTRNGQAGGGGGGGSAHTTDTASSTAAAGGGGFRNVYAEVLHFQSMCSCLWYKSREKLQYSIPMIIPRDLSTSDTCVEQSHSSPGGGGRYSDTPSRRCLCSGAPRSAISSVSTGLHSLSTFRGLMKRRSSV
hERG protect: hERG (human) protection from proarrhythmic block | Q12809 | CHO-hERG, FluxOR thallium flux, dofetilide IC70 present | activation (rescue from dofetilide block), less the hit threshold, % at 10 µM | actives 0.51% (n = 310,000) | AID 1511;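 active = activation above the mean of controls blocked by dofetilide plus 5 SD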;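 note: thallium influx through hERG after potassium depolarization seen as dye fluorescence rise; in these data hits start at about 4.7%; inactives centre near -7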
* marks the source's active call; other numbers are inactive results; i = inactive; nt = not tested or not shown.

Each structure is followed by: RGS4 inh | RGS4 pot | SKKanGAS inh | KCNQ1 inh | TMEM16A act | KCNQ1 act | HDAC3 inhib | KCNK9 block | TMEM16A inh | KCNK3 block | hERG protect
1	S=c1[nH]cc(-c2ccccc2)[nH]1
  i | i | -10 | i | i | i | -51 | i | i | i | -12
2	CS(=O)(=O)n1nc(-c2ccco2)nc1N
  i | i | -6 | i | i | i | -6 | i | i | i | -4
3	O=c1cc(N2CCCCCC2)[nH]c(=O)n1-c1ccc(Cl)cc1
  i | i | -2 | i | i | i | 1 | i | i | i | -6
4	COc1ccc(OC)c(C2=NOC(C(=O)Nc3ccc4c(c3)OCCO4)C2)c1 (stereo not given)
  i | i | 0 | i | i | i | -2 | i | i | i | -4
5	N#C/C(=C/Nc1ccccc1C(=O)O)C(N)=O
  i | i | 5 | i | i | i | 6 | i | i | i | -5
6	COC(CNC(=O)c1ccc2c(c1)nc(C)n2-c1ccc(F)c(F)c1)OC
  i | i | -9 | i | i | i | 0 | i | i | i | -9
7	N#Cc1nc(COc2ccc(Cl)cc2Cl)oc1N1CCN(c2ccccc2)CC1
  i | i | -4 | i | i | i | 8 | -6.6* | i | i | -17
8	CCC1CN(C(=O)N2CCC(C(=O)Nc3ccccc3F)CC2)c2ccccc2O1 (stereo not given)
  i | i | 22 | i | i | i | -9 | i | i | i | -21
9	COCC1CCN(C(=O)C2CCC(=O)N(CC3CCCCC3)C2)CC1 (stereo not given)
  i | i | -1 | i | i | i | -4 | i | i | i | -10
10	Cc1cc(C)c2c(CC(=O)O)coc2c1
  i | i | -12 | i | i | i | -2 | i | i | i | -8
11	CCOc1ccc(-c2c(C(=O)N/N=C/c3cccs3)nnn2-c2nonc2N)cc1
  i | i | 2 | i | i | i | 0 | i | i | i | -7
12	CCOC(=O)c1cc2c3ccccc3n(CC)c2nc1N
  i | i | 1 | i | i | i | 0 | i | i | i | -1
13	CCc1cccc(NC(=O)CCCN2C(=O)C(c3ccccc3)Oc3cccnc32)c1 (stereo not given)
  i | i | 7 | i | i | i | 9 | i | i | i | -9
14	COc1ccc(N=Nc2cnc(C)nc2-c2ccccc2)cc1
  i | i | 42 | i | i | i | 7 | i | i | i | -6
15	Cc1nn(Cc2c(Cl)cccc2Cl)c(Cl)c1/C=C/C(=O)OCC(=O)NCC(F)(F)F
  i | i | 1 | i | i | i | -5 | i | i | i | -11
16	O=C(NC1CCCC1)C(c1ccco1)N(C(=O)c1ccco1)c1ccccc1 (stereo not given)
  i | i | -2 | i | i | i | -3 | i | i | i | -6
17	CCCCCNC(=O)N[C@H](C(=O)O)C(C)C
  i | i | -1 | i | i | i | 0 | i | i | i | -12
18	C=CCN1C(=S)N[C@@H]2CS(=O)(=O)C[C@@H]21
  i | i | 48 | i | i | i | 2 | i | i | i | -5
19	Cc1nc2cc3nc(C)sc3cc2s1
  i | i | -3 | i | i | i | -2 | i | i | i | -5
20	CCOc1ccc2nc(NS(=O)(=O)c3ccc4c(c3)n(C)c(=O)n4C)sc2c1
  i | i | 19 | i | i | i | 9 | i | i | i | 2
21	CN(CCc1ccccn1)C(=O)c1cccnc1Oc1ccc(Cl)cc1
  i | i | -4 | i | i | i | 0 | i | i | i | 0
22	COc1cc(-c2cc(C(=O)NCc3ccco3)c3ccccc3n2)cc(OC)c1OC
  i | i | -2 | i | i | i | -1 | i | i | i | -18
23	COc1ccc(-c2nnn(CC(=O)N(Cc3ccccc3Cl)C(C(=O)NCC3CCCO3)c3ccco3)n2)cc1 (stereo not given)
  i | i | 22 | i | i | i | 3 | i | i | i | -12
24	COc1ccc(OC)c(NC(=O)c2cc(S(=O)(=O)N(C)C)ccc2N2CCCC2)c1
  i | i | -4 | i | i | i | 7 | i | i | i | -15
25	CCN1CCN(C/C(C)=C/c2ccccc2)CC1
  i | i | 0 | i | i | i | -5 | i | i | i | -1
26	CCOc1ccc(CCN2C(=O)c3ccc(C(=O)O)cc3C2=O)cc1OCC
  i | i | 6 | i | i | i | 2 | i | i | i | -15
27	Cn1nc(C(=O)Nc2ccc(Br)cc2)cc1C(=O)Nc1ccc(Br)cc1
  i | i | 1 | i | i | i | -5 | i | i | i | -3
28	COc1cc(Cl)c(C)cc1NC(C)C(=O)Nc1cc(C(F)(F)F)ccc1N1CCOCC1 (stereo not given)
  i | i | 11 | i | i | i | -2 | i | i | i | -15
29	CCC(=O)Nc1cc(=O)[nH]c2ncnn12
  i | i | 9 | i | i | i | -1 | i | i | i | -3
30	CC[C@@]12C(=O)N(c3ccc(C)cc3)C(=O)N1[C@H](c1ccc(OC)cc1)[C@@H]1C(=O)N(C(C)(C)C)C(=O)[C@@H]12
  i | i | -1 | i | i | i | 1 | i | i | i | -11
31	CC(C)(C)SCCNC(=O)c1ccc(CN2CCc3ccccc3C2)cc1
  i | i | 4 | i | i | i | -1 | i | i | i | -12
32	COc1cc(-c2ccc(=O)[nH]n2)ccc1OC(F)F
  i | i | -2 | i | i | i | 1 | i | i | i | -7
33	O=C(CCCn1c(SCc2cc(=O)n3cc(Cl)ccc3n2)nc2ccccc2c1=O)NCC1CCCO1 (stereo not given)
  i | i | -6 | i | i | i | -10 | i | i | i | -10
34	O=C(CCN1C(=O)c2ccccc2C1=O)Nc1ccc(-c2nc3ccccc3s2)cc1
  i | i | 20 | i | i | i | -3 | i | i | i | -7
35	CC(C)(C)NC(=O)/C(=C\c1cccnc1)NC(=O)c1ccco1
  i | i | -8 | i | i | i | -5 | i | i | i | -4
36	CS(=O)(=O)N1CCN(C(=O)CSc2ccccc2)CC1
  i | i | 4 | i | i | i | -4 | i | i | i | -6
37	Cc1cc(=O)nc2c3ccccc3n(CC(=O)Nc3ccccc3Br)n12
  i | i | -1 | i | i | i | -2 | i | i | i | -11
38	CCCCn1c(N)c(N(Cc2ccccc2OC)C(=O)C(C)Oc2ccc(Cl)cc2)c(=O)[nH]c1=O (stereo not given)
  i | i | 0 | i | i | i | -4 | i | i | i | -13
39	COc1ccc(Cl)cc1NC(=O)c1ccoc1C
  i | i | -8 | i | i | i | 4 | i | i | i | -6
40	COc1ccc(NC(=S)Nc2cccc([N+](=O)[O-])c2)cc1
  i | i | 0 | i | i | i | 6 | i | i | i | -13
41	CCN(CC1COc2ccccc2O1)C(=O)c1ccc(Cl)c(S(=O)(=O)N2CC(C)OC(C)C2)c1 (stereo not given)
  i | i | 1 | i | i | i | -1 | i | i | i | -15
42	Nn1cnnc1N/N=C/c1ccc(Cl)c([N+](=O)[O-])c1
  i | i | 3 | i | i | i | -2 | i | i | i | -6
43	CCCSc1ccc(C(=O)Nc2ccc(F)cc2F)cn1
  i | i | -4 | i | i | i | 0 | i | i | i | -8
44	CCOC(=O)CSc1nc(N2CCOCC2)c2c(c1C#N)CC(C)(C)N(C)C2
  i | i | -5 | i | i | i | -4 | i | i | i | -13
45	O=C(NNC(=S)Nc1ccccc1Cl)c1ccccc1Br
  i | i | 7 | i | i | i | 6 | i | i | i | -14
46	COc1cc(/C=N/Nc2nc(=O)[nH]nc2C)ccc1O
  i | i | 1 | i | i | i | 6 | i | i | i | -10
47	Cc1cc(Cl)ccc1NC(=S)NCCCN1CCCC1=O
  i | i | -4 | i | i | i | -7 | i | i | i | -7
48	COC(=O)Cn1cccc1C(=O)c1ccccc1
  i | i | -1 | i | i | i | 4 | i | i | i | -9
49	CCOC(=O)c1cccc(NC(=O)c2cc3ccccc3o2)c1
  i | i | -8 | i | i | i | -1 | i | i | i | -11
50	CC(C)Cn1c(-c2ccccc2)nc2ccccc2c1=O
  i | i | 7 | i | i | i | 0 | i | i | i | -10
51	CCn1c(SCC(=O)NCc2cccs2)nnc1-c1ccncc1
  i | i | 1 | i | i | i | -1 | i | i | i | -4
52	COc1ccc2[nH]c(=O)c(CN(Cc3cccs3)S(=O)(=O)c3cccc4nsnc34)cc2c1
  i | i | 4 | i | i | i | nt | i | i | i | -12
53	Cc1ccc(C)c2[nH]c(=O)c(CCNC(=O)C(C)(C)C)cc12
  i | i | -3 | i | i | i | 6 | i | i | i | -10
54	COc1ccc(NC(=S)Nc2cccc(C)n2)cc1
  i | i | -15 | i | i | i | 5 | i | i | i | -5
55	O=S1(=O)C=C(N2CCCCC2)c2ccccc21
  i | i | -2 | i | i | i | 10 | i | i | i | 2
56	O=C(COc1ccccc1)NC1C(=O)N2C(C(=O)O)=C(Cl)CSC12 (stereo not given)
  i | i | 102* | i | i | i | 6 | i | i | i | -2
57	Cc1ccc2c(c1)cc1c(=O)n(CC(=O)NCc3ccccn3)nc(C)n12
  i | i | -3 | i | i | i | -5 | i | i | i | -5
58	CCN1CCN(C(=O)c2cc3ccc(OC)cc3[nH]2)CC1
  i | i | -1 | i | i | i | 0 | i | i | i | -7
59	CC(C)(C)NC(=O)C(=O)N/N=C/c1cccs1
  i | i | -2 | i | i | i | 6 | i | i | i | -8
60	O=C(NCc1ccccc1F)C1CCCN1S(=O)(=O)c1ccc(Cl)cc1 (stereo not given)
  i | i | 4 | i | i | i | 13 | i | i | i | -7

(more compounds)
Each structure is followed by: RGS4 inh | RGS4 pot | SKKanGAS inh | KCNQ1 inh | TMEM16A act | KCNQ1 act | HDAC3 inhib | KCNK9 block | TMEM16A inh | KCNK3 block | hERG protect
61	CN(C)CCNC(=O)C(=O)Nc1cc2c3c(c1)CCN3C(=O)CC2
  i | i | 1 | i | i | i | 8 | i | i | i | -5
62	Cc1ccc(NC(=O)CSc2nnc(Cn3cnc4ccccc43)o2)cc1
  i | i | 4 | i | i | i | -3 | i | i | i | -9
63	c1ccc(-c2nc(-c3ccncc3)no2)cc1
  i | i | 24 | i | i | i | -2 | i | i | i | -4
64	Cc1cc(C(=O)N/N=C/c2ccccc2)c(C)o1
  i | i | 6 | i | i | i | 0 | i | i | i | -8
65	CCN1C=CC(=C2C(=O)c3ccccc3C2=O)C=C1
  i | i | 25 | i | i | i | -6 | i | i | i | -12
66	O=C(O)CCC(=O)CCC(=O)c1ccccc1
  i | i | -1 | i | i | i | 0 | i | i | i | -10
67	C=CCn1c(CCNC(=O)c2cccs2)nnc1SCC(=O)c1ccc(Br)cc1
  i | i | -16 | i | i | i | 5 | i | i | i | -7
